Screens as filed in PubChem BioAssay.
HCV NS3h FP: hepatitis C NS3 helicase inhibition, primary screen. NS3h Cy5-dT15 DNA binding, fluorescence polarization. inhibition, % at 100 µM. 1.6% of 16,000 active. AID 687043;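 active = inhibition above the average over every tested compound plus 3 SD, cut at about 40% in these data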
Cy5 interf NS3h: counter-screen for HCV NS3 helicase inhibitors: fluorescence interference; 6% of 16,000 active; AID 720488; fluorescence interference ratio at 100 µM; Cy5-dT15 DNA with NS3h; actives lie on both sides; signal over control mean, under 1 quenches;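 active = compound fluorescence over control fluorescence at most 0.8, a quencher, or at least a set upper limit, an enhancer; inactive = ratio between 0.8 and the set upper limit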
Numbers without * were called inactive.

SMILES | HCV NS3h FP | Cy5 interf NS3h
CC(C)(C)c1ccc(-c2cc(-c3cc(Cl)ccc3O)[nH]n2)cc1 | 2.8 | 0.881
Cc1ccn2c(NC(=O)c3ccccc3)c(-c3cccs3)nc2c1 | 4.2 | 1
O=C1CC(n2cnc3ccccc32)C(=O)N1c1ccccc1 (stereo not given) | 4.3 | 1.07
O=C(Nc1ccc(Cl)c(Cl)c1)Nn1cnnc1 | 5.1 | 0.999
Cc1c(Cl)cccc1-c1ccc(C(=O)Nc2ccc3c4c(cccc24)CC3)o1 | 10.6 | 1.13
CCCC(C)NS(=O)(=O)c1ccc(OC)cc1 (stereo not given) | 4.7 | 1.08
CCOc1ccccc1NC(=O)CN(c1ccc(OC)cc1)S(C)(=O)=O | 10.9 | 1.1
O=C1NC(=O)/C(=C/c2cccnc2)S1 | -4.4 | 1.04
Cc1cc(-c2ccc(N=Cc3ccc([N+](=O)[O-])s3)c(C)c2)ccc1N=Cc1ccc([N+](=O)[O-])s1 | 36.1 | 0.84
CC(CCc1ccccc1)Nc1cc(N2CCN(S(C)(=O)=O)CC2)ccc1[N+](=O)[O-] (stereo not given) | 19.0 | 0.818
O=C1S/C(=C\c2cccs2)C(=O)N1c1cccc(Cl)c1 | 15.7 | 1.03
COc1ccc(NC(=O)/C(=C/c2cccnc2)NC(=O)c2cccs2)cc1 | 1.4 | 0.979
O=CNc1ccccc1Oc1ccccc1 | -5.0 | 0.948
COc1ccc(CSc2nnnn2C)cc1 | -1.6 | 0.962
S=C(NCCOc1cccc2ccccc12)Nc1cccc2ccccc12 | 28.1 | 1.02
Cc1ccc(OCC2CNC(=O)O2)cc1 (stereo not given) | 0.3 | 0.995
Cc1cc(C)cc(NC(=O)C(=O)NCc2ccco2)c1 | 6.2 | 1.05
COc1cccc(OCCOc2ccc(/C=C3/SC(=S)NC3=O)cc2OC)c1 | 13.4 | 1
COc1ccc(/C=C(\NC(=O)c2ccccc2)C(=O)NCc2ccncc2)cc1 | -2.6 | 1.04
COc1ccc(C(=O)Nc2ccccc2C(=O)NCc2ccco2)cc1 | 6.4 | 0.935
CCCc1cc(=O)n2[nH]c(-c3cccc(C)c3)cc2n1 | 19.0 | 1.03
O=C(O)c1cccc(C(=O)O)c1N(c1ccccc1)c1ccccc1 | 2.6 | 1
Cc1ccc(-c2nc3ncccc3o2)cc1NC(=O)COc1cc(C)c(Cl)c(C)c1 | -6.3 | 1.07
O=C(O)CCc1nc2ccc(O)cc2[nH]1 | 2.2 | 1.05
O=C(c1ccccc1[N+](=O)[O-])N1CCN(C/C=C/c2ccccc2)CC1 | -11.5 | 0.937
Going on with the list.
SMILES | HCV NS3h FP | Cy5 interf NS3h
COc1ccc(C)cc1NC(=O)CC(C)=O | 1.2 | 1.02
O=C(c1sc2ccccc2c1Cl)N1CCN(c2ccc(Cl)cc2[N+](=O)[O-])CC1 | 20.7 | 0.955
COc1cc(CN2CCN(Cc3ccccc3C(F)(F)F)CC2)c([N+](=O)[O-])cc1OC | -1.8 | 0.995
CC1=NN(c2ccc(S(N)(=O)=O)cc2)C(=O)/C1=C\c1ccc(C)s1 | 24.4 | 0.944
CCOC(=O)C1=C(C)N=c2s/c(=C\c3ccc(N(C)C)o3)c(=O)n2C1c1cccs1 (stereo not given) | 4.4 | 1.17
CCN1C(=O)/C(=C\c2ccccc2OCc2cccc3ccccc23)SC1=S | 13.4 | 1.01
COC(=O)C1=C(C)N(c2ccccc2)/C(=C\c2ccc(OCC(=O)Nc3ccccc3OC)cc2)C1=O | -0.7 | 0.989
O=C(CN1C(=O)c2ccccc2S1(=O)=O)NC(Nc1ccc(I)cc1)C(Cl)(Cl)Cl (stereo not given) | 8.8 | 0.936
CCC1C(=O)N=C(SCC(=O)Nc2nc(-c3ccccc3)cs2)NC1=O (stereo not given) | 6.8 | 1.02
O=C(Nc1ccc2ccccc2c1)c1ccc(-c2cccc(Cl)c2)o1 | 5.2 | 0.942
Cc1cc(C)c2cccc(NC(=O)C3CC3)c2n1 | 0.3 | 0.993
CCOC(=O)C1=C(C)N=C2SCC(=O)N2C1c1cccc(OC)c1OC (stereo not given) | 3.2 | 0.933
CC1=C(C(=O)OCCCc2ccccc2)C(c2c(F)cccc2Cl)CC(=O)N1 (stereo not given) | 9.1 | 0.968
CCOc1ccc(NC(=O)CSc2nc3ccc(OCC)cc3s2)cc1 | -2.4 | 0.958
CCc1ccc(N2C(=O)NC(=O)/C(=C\c3cc(Cl)c(OCC(=O)O)c(Cl)c3)C2=O)cc1 | 1.7 | 0.951
O=C1CC(N2CCN(c3ncccn3)CC2)C(=O)N1c1ccc(Br)cc1 (stereo not given) | 16.4 | 0.807
COc1cc(Br)c(/C=C/c2[nH]c(=O)[nH]c(=O)c2[N+](=O)[O-])cc1OC | 4.5 | 0.919
COc1ccc(CC(C)(C)NC(=O)c2ccccc2)cc1 | -2.5 | 0.965
COc1ccccc1NCC(O)Cn1c2ccc(Cl)cc2c2cc(Cl)ccc21 (stereo not given) | 2.5 | 1.12
CCOc1ccccc1NC(=O)c1c(NC(=O)C(F)(F)F)sc2c1CCCCC2 | 32.6 | 1.24*
Cc1c(NC(=S)NC(=O)c2ccco2)cccc1-c1nc2ccccc2s1 | 5.9 | 1.02
Nc1nonc1-n1nnc(CN2CCCCCC2)c1CN1CCCCCC1 | 3.1 | 1.22*
Cc1ccc(C(=O)O)cc1NC(=O)c1ccc2c(c1)C(=O)N(c1ccc([N+](=O)[O-])cc1)C2=O | 5.6 | 1.06
COc1ccccc1OC(=O)Nc1ccc(Cl)cc1 | 10.6 | 0.968
COc1cccc(NC(=O)CC2Nc3ccccc3NC2=O)c1 (stereo not given) | 12.5 | 1.02
Going on with the list.
SMILES | HCV NS3h FP | Cy5 interf NS3h
N#CCCn1cc(/C=N\O)c(-c2ccc(F)cc2)n1 | -0.7 | 1.04
Cc1ccc(Br)cc1S(=O)(=O)N1CCN(C)CC1 | 5.1 | 0.858
Cc1cccc(N2CCN(C(=S)c3ccc(-c4ccc(Cl)cc4Cl)o3)CC2)c1 | 8.3 | 1.01
Cc1ccc(NCCC(=O)c2cccc([N+](=O)[O-])c2)cc1Cl | 8.8 | 1.03
O=C(/C=C/c1ccccc1)Nc1nnc(-c2ccccc2)s1 | 3.1 | 1.09
O=C(Nc1cccc([N+](=O)[O-])c1)C1C2C3CCC(C3)C12 (stereo not given) | 2.8 | 0.98
Cc1cccc(-c2nnc(NC(=O)Nc3ccccc3)s2)c1 | 9.2 | 0.978
Cc1cc(C)cc(C(=O)Nc2nnc(C)s2)c1 | -5.5 | 0.964
CSc1nc(-c2ccccc2)nc(N)c1C(C)=O | 6.0 | 0.912
COCCNC(=O)C(=O)NCc1ccc(C)cc1 | 5.2 | 0.948
Cc1cc(OCC(O)CN2CCOCC2)cc(C)c1Cl (stereo not given) | 0.0 | 1.06
Cc1ccc(OCC(=O)Nc2ccc3oc(-c4cccnc4)nc3c2)cc1 | -14.2 | 1.09
O=C1C(Nc2ccccc2)=CC(c2cccc([N+](=O)[O-])c2)N1c1ccccc1 (stereo not given) | 4.6 | 0.989
CC(=O)c1ccc(N2CCCCC2C)c(F)c1 (stereo not given) | 8.8 | 1.02
CC(C)OC(=O)C(C(=O)C(F)(F)F)c1cc(NS(=O)(=O)c2ccc(Cl)cc2)ccc1O (stereo not given) | 8.0 | 0.915
O=C1c2ccccc2C(=O)C1(c1ccccc1)[N+](=O)[O-] | 1.6 | 0.962
COc1ccc(C(CC(=O)N2CCOCC2)c2ccccc2)cc1 (stereo not given) | 4.3 | 0.934
CC(Cc1ccccc1)N=C1NS(=O)(=O)c2cc([N+](=O)[O-])ccc21 (stereo not given) | 1.3 | 1.03
Cc1cccc(CC2CC(=O)N(c3cccc(Cl)c3C)C2=O)c1 (stereo not given) | 0.4 | 1.01
Cc1nc(SCC(=O)c2ccccc2)c(C#N)c(-c2cccc(Cl)c2)c1C(=O)Nc1ccccc1 | 3.2 | 0.962
COc1ccccc1C1C(=C(O)c2ccc([N+](=O)[O-])cc2)C(=O)C(=O)N1CCCCCC(=O)O (stereo not given) | 5.0 | 1.08
Cc1ccc(C2Nc3ccccc3C(=O)N2Cc2ccco2)cc1 (stereo not given) | 12.4 | 0.978
Cc1ccc(N2C(=O)NC(=O)/C(=C\c3ccc(-c4ccc(C)c([N+](=O)[O-])c4)o3)C2=O)cc1 | 60.9* | 1.13
O=C1C2C(c3ccccc3Cl)OC3(C(=O)c4ccccc4C3=O)C2C(=O)N1c1ccccc1C(F)(F)F (stereo not given) | -1.3 | 1.1
Cc1ccc2nsnc2c1NC(=O)c1ccc2c(c1)OCCO2 | -4.2 | 0.989

In the list so far, these have a cyano group.
SMILES | HCV NS3h FP | Cy5 interf NS3h
N#CCCn1cc(/C=N\O)c(-c2ccc(F)cc2)n1 | -0.7 | 1.04
Cc1nc(SCC(=O)c2ccccc2)c(C#N)c(-c2cccc(Cl)c2)c1C(=O)Nc1ccccc1 | 3.2 | 0.962

One compound at a time, as listed above:
Record of CC(=O)c1ccc(N2CCCCC2C)c(F)c1 (stereo not given) = HCV NS3h FP = 8.8; Cy5 interf NS3h = 1.02
Record of Cc1cccc(N2CCN(C(=S)c3ccc(-c4ccc(Cl)cc4Cl)o3)CC2)c1 = HCV NS3h FP = 8.3; Cy5 interf NS3h = 1.01

(next part)
SMILES | HCV NS3h FP | Cy5 interf NS3h
O=C(/C=C/c1ccccc1)NC(=S)Nc1ccc2ccccc2c1 | 5.3 | 1.08
CCOc1cc2oc(=O)cc(-c3ccccc3)c2cc1CC | 12.4 | 0.995
O=C1N=C2N(CCN3CCOCC3)c3ccccc3N2/C1=C\c1ccc([N+](=O)[O-])s1 | 5.8 | 1.04
C=CCC1(O)C(C)C(c2ccccc2)NC(c2ccccc2)C1CCC (stereo not given) | 13.6 | 1.07
Cc1ccc(C(=O)N/C(=C\c2cccs2)C(=O)NCC(C)C)cc1 | 8.8 | 0.898
CCOc1ccc(-c2cc(C)n3nc(C(N)=O)cc3n2)cc1 | 5.9 | 0.626*
CC(C)CC(=O)N1CCN(CCCc2ccccc2)CC1 | -3.5 | 1.01
CCOC(=O)c1c(C)oc2ccc(OCc3ccc(F)cc3)cc12 | 14.6 | 0.864
CCCC(=O)NC(c1ccccc1Cl)c1c(O)ccc2ccccc12 (stereo not given) | 14.7 | 0.962
O=C(Nc1ccc(F)c([N+](=O)[O-])c1)C(c1ccccc1)c1ccccc1 | 8.5 | 1.02
COc1cc(OC)c(/C=C2\SC(=S)NC2=O)cc1Br | 4.6 | 1.15
Cn1cc(C=C2C(=O)NC(=S)NC2=O)c2ccccc21 | -2.4 | 0.997
O=C(NCCCNc1ccc([N+](=O)[O-])cc1Cl)c1ccc(F)cc1 | 17.3 | 0.95
Cc1nc2cc(Nc3nnc(-c4ccc(Cl)cc4)c4ccccc34)ccc2n1C | 12.9 | 0.672*
COCCCNC(=O)CN(c1ccccc1OC)S(=O)(=O)c1ccccc1 | 0.7 | 1.07
CCOC(=O)c1ccc(NC(=O)CN(c2ccc(OC)cc2OC)S(C)(=O)=O)cc1 | 10.7 | 0.939
O=C(O)c1cccc2c1NC(c1cccc3ccccc13)C1CC=CC21 (stereo not given) | 49.8* | 0.951
CCOC(=O)c1ccc(NC(=O)CN2C(=O)CCC2=O)cc1 | 0.7 | 1.04
Cc1nc2cc(-c3ccco3)[nH]n2c(=O)c1C | 8.7 | 0.766*
O=C(Cn1c(C(F)(F)F)nc2ccccc21)c1ccc(Cl)cc1 | 10.9 | 1
O=C1c2ccccc2NC(c2ccc(O)cc2)N1Cc1ccco1 (stereo not given) | 5.5 | 0.928
CCOc1cc(C(=O)Nc2ccc(N3CCOCC3)cc2)cc(OCC)c1OCC | 5.5 | 0.956
COc1ccccc1C/C(N)=N\OC(=O)COc1ccc(Cl)cc1 | 13.8 | 1.09
CC(C)NC(=O)CN(c1cccc(Cl)c1)S(C)(=O)=O | 24.1 | 1.01
COCCOC(=O)c1c(C)oc2ccc(OCc3c(F)c(F)c(F)c(F)c3F)cc12 | 7.6 | 0.896

5 of the compounds above, with values under each structure:
Fields: HCV NS3h FP, Cy5 interf NS3h
CCOC(=O)C1=C(C)N=C2SCC(=O)N2C1c1cccc(OC)c1OC (stereo not given)
 : 3.2, 0.933
CC1=C(C(=O)OCCCc2ccccc2)C(c2c(F)cccc2Cl)CC(=O)N1 (stereo not given)
 : 9.1, 0.968
CCOc1ccc(NC(=O)CSc2nc3ccc(OCC)cc3s2)cc1
 : -2.4, 0.958
CCc1ccc(N2C(=O)NC(=O)/C(=C\c3cc(Cl)c(OCC(=O)O)c(Cl)c3)C2=O)cc1
 : 1.7, 0.951
O=C1CC(N2CCN(c3ncccn3)CC2)C(=O)N1c1ccc(Br)cc1 (stereo not given)
 : 16.4, 0.807

Carrying on:
SMILES | HCV NS3h FP | Cy5 interf NS3h
O=c1c(Br)c(N2CCCC2)cnn1-c1ccccc1 | 4.3 | 0.904
COc1ccc(CCNC(=O)COc2ccc(OC)cc2)cc1 | -9.4 | 0.944
O=C(NCc1ccc(Cl)cc1)C(=O)Nc1ccc([N+](=O)[O-])cc1 | 5.8 | 0.962
CC(c1ccccc1)c1nnc(N)s1 (stereo not given) | 2.2 | 1.04
Clc1ccc(-c2ccc(/C=N/n3cnnc3)o2)c(Cl)c1 | -9.3 | 0.71*
CC(C)COc1ccc(C(=O)N/C(=C/c2ccc3c(c2)OCO3)C(N)=O)cc1 | 0.0 | 0.96
O=C(NC(=S)Nc1ccc(Cl)c(-c2nc3cc(Cl)ccc3o2)c1)c1ccco1 | 0.4 | 1.14
COc1ccccc1NC(=O)N1CCN(c2cccc(C(F)(F)F)c2)CC1 | 14.2 | 0.904
O=C(CC(c1ccccc1)c1ccccc1)Nc1ccc(Cl)cn1 | 8.7 | 0.655*
COc1cc2c(cc1NC(=O)c1cccc(Br)c1)oc1ccccc12 | 25.1 | 1.02
COc1c(I)cc(I)cc1C1NC(=O)c2c(sc3c2CCCC3)N1 (stereo not given) | 1.3 | 1.03
Cc1cccc(COc2ccc3c(oc(=O)c4ccccc43)c2C)c1 | 10.9 | 1.12
CCCCOC(=O)c1cccc(NC(=O)c2cncc(Br)c2)c1 | 7.4 | 1.01
CCOc1cccc(C(=O)Nc2nnc(-c3ccccc3C)s2)c1 | 10.8 | 1.06
